TRHR agonist – activates the human TRH receptor. P34981. TRHR cells, calcium flux fluo-8, FDSS agonist mode. activation, % at 2 µM. hit rate 0.18% among 360,000; in the data active = activation above about 30%; note: 0% is about no effect
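TRHR-expressing cells, plated overnight in medium with 10% serum, were loaded with fluo-8 calcium dye at room temperature. After a 10 s baseline, library compound was pin-added and calcium release was recorded kinetically (ex 480/em 530) as agonist response.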
POLK inh – blocks human DNA polymerase kappa activity; Q9UBT6; Potency, µM (series often up to 107 µM), without a hit: top-dose activity, negative = inhibition, actives largely listed as inhibitors; AID 588579; hit rate 0.53% among 400,000; purified Pol kappa, fluorescent DNA synthesis assay, 10 min; note: potency is the fitted concentration of half-maximal effect; % is set by controls: 0 for no effect and ±100 for the full control effect
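Inhibition of 10 nM Pol kappa is measured by a fluorescent read-out at 0 and 10 min following addition of 50 nM substrate (final), with a 15-min room-temperature compound preincubation.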
APEX1 inh – blocks human APE1 abasic DNA cleavage; Potency, µM (top dose mostly 65.8 µM), for inactives: at the top dose activity change, negative = inhibition, hits mostly inhibitors; AID 2517; P27695; recombinant APE1, TAMRA/BHQ-2 abasic DNA cleavage fluorescence; hit rate 0.35% among 350,000;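 note: potency is the fitted concentration of half-maximal effect; plate controls were vehicle for no effect and reference inhibitor for full effect; nearly all actives have a fitted effect of over 55% in size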
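Incision of a quenched TAMRA/BHQ-2 THF abasic-site duplex (50 nM) by 0.75 nM APE1, after 15 min compound preincubation, measured as fluorescence increase over three 60 s reads. Values normalized to buffer, DMSO and NSC13755 control wells.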
ERG-DNA inh – ERG Ets/DNA interaction inhibition | P11308 | fluorescence polarization, His-ERG Ets domain / labelled DNA | Potency, µM (series often up to 76.9 µM), inactives show top-dose FP activity, negative = inhibition, usual class: inhibitors | hit rate 0.028% among 370,000; active = well fitted inhibition curve with a large enough effect in the polarisation, with a control signal flat; inconclusive = small, poorly fitted or top-dose-only effect, or effect the other way, or a change in a side signal; inactive = no such curve, though single readings can be large or run the other way; the % refers to the polarisation;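 note: polarization taken with two DNA probes labelled with fluorescein and Texas red; potency is the fitted concentration of half-maximal effect; % of control where 0% means no effect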
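His-tagged ERG Ets domain (1 uM in the protein solution; 300mM KCl, 50mM Tris-HCl, 1mM EDTA, 1mM DTT, pH 7.5) received compound, then a probe mix of 5 nM fluorescein-DNA and 100nM Texas-615-DNA. Fluorescence polarization was read for both dyes.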
BLM helicase inh – blocks DNA unwinding by human BLM helicase; P54132; AID 2528; Potency, µM (series often up to 56.1 µM), without a hit: at the highest dose activity change, negative = inhibition, actives largely listed as inhibitors; recombinant BLM DNA unwinding, fluorescence dequenching; hit rate 0.2% among 350,000;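 note: potency is the fitted concentration of half-maximal effect; plate controls were vehicle for no effect and no enzyme for full effect; nearly all actives have a fitted effect of over 35% in size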
Apoferritin bind – candidate novel general anesthetic via apoferritin binding; Potency, µM (top dose mostly 77.5 µM), inactives show top-dose activity change, negative = displacement, hits mostly inhibitors; P02791; hit rate 0.074% among 350,000; AID 485281; apoferritin/1-aminoanthracene competitive binding, fluorescence; note: potency is the fitted concentration of half-maximal effect; % is set by controls: 0 for no effect and ±100 for the full control effect; nearly all actives have a fitted effect of over 20% in size
Target sequence (P02791 2-175 limits assumed): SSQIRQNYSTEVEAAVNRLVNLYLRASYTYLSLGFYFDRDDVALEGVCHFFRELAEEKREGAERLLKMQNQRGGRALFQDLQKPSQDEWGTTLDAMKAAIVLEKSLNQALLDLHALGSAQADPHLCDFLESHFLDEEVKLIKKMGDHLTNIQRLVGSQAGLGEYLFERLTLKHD
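Horse-spleen apoferritin (10 uM) was mixed with 50% saturated 1-aminoanthracene in PBS, exposed to compounds for 10 min at room temperature, and read for fluorescence (ex 380 nm, em 535 nm). Competitive displacement was fitted with a four-parameter Hill equation.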
Pol beta inh – blocks human DNA polymerase beta activity; AID 485314; Pol beta primer extension/strand displacement, fluorescence kinetic; P06746; Potency, µM (titrated, usually from 114 µM), without a hit: at the highest dose activity change, negative = inhibition, most hits filed as inhibitors; hit rate 1.3% among 340,000; note: potency is the fitted concentration of half-maximal effect; % is set by controls: 0 for no effect and ±100 for the full control effect
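Kinetic readout of DNA synthesis with strand displacement by Pol beta. Compound and 10 nM enzyme sit 15 min at room temperature; 50 nM substrate starts the reaction, read immediately and at 10 min.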
ALOX12 inh – inhibitors of human 12S-lipoxygenase ALOX12 | hit rate 1.1% among 580,000 | Potency, µM (titrated, usually from 108 µM), without a hit: at the highest dose activity change, negative = inhibition, actives largely listed as inhibitors | purified 12hLO, xylenol orange hydroperoxide absorbance | AID 1671190 | P18054; note: potency is the fitted concentration of half-maximal effect; % is set by controls: 0 for no effect and ±100 for the full control effect
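Purified human 12hLO (150 nM final) in 25 mM Hepes, 0.01% Triton X-100, pH 7.0 was preincubated 15 min at room temperature with compound. Then 40 uM arachidonic acid was added, 30 min. Hydroperoxide was read by Fe-XO absorbance ratio 573/405 nm.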
POLI inh – blocks human DNA polymerase iota activity; AID 588590; Potency, µM (highest dose often 115 µM), for inactives: top-dose activity, negative = inhibition, hits mostly inhibitors; Pol iota fluorescent replication assay, 10 min; Q9UNA4; hit rate 1% among 390,000; note: potency is the fitted concentration of half-maximal effect
Target sequence (Q9UNA4 whole entry, looked up): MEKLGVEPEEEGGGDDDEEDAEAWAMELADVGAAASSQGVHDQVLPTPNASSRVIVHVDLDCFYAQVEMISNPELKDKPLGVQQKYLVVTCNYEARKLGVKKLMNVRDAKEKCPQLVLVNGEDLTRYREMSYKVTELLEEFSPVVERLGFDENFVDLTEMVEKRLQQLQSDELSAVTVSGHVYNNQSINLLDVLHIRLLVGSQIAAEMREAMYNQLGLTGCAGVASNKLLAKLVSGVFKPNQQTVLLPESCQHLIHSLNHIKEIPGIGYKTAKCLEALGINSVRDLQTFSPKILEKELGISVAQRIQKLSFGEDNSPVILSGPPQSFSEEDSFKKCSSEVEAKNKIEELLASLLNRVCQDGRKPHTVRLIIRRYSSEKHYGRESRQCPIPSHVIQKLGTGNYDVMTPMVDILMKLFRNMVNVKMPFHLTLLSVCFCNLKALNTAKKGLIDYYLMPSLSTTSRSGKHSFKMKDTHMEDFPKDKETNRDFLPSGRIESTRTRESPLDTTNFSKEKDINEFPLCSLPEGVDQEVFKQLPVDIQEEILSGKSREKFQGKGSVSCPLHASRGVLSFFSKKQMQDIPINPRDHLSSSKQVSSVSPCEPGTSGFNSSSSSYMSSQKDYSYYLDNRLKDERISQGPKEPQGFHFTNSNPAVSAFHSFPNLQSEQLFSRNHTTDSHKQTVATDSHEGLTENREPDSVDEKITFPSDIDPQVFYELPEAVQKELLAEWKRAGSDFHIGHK
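Fluorescent replication assay read twice, at 0 min and 10 min after adding 50 nM (final) substrate. Enzyme (10 nM) and compounds were first incubated 15 min at room temperature; enzyme-free buffer wells were negative controls.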
* marks the source's active call; other numbers are inactive results; ? = inconclusive; . = not tested or not shown; & = joins results of further samples; [ ] = another dose, or the depositor's remark. Unless noted, calls come from the whole dose curve; as a rule, active = well fitted curve in the direction sought with a large enough effect; inconclusive = small, poorly fitted or top-dose-only effect, or another doubt; inactive = no such curve, though single readings can be large; an effect the other way counts as inactive or inconclusive. Only part of the results is shown, so the mix of outcomes need not match the whole.

Second line of a record: TRHR agonist, POLK inh, APEX1 inh, ERG-DNA inh, BLM helicase inh, Apoferritin bind, Pol beta inh, ALOX12 inh, POLI inh
[1] COc1cc(/C=N/NC(=O)c2cccnc2)ccc1OC(=O)c1ccco1
  ., 0.2%, -8.2%, -12.6%, -3.3%, -9.2%, -11.0%, 19.8%, 3.3%
[2] Cc1cc(-c2ccc(C)c(S(=O)(=O)N3c4ccccc4CC3C)c2)on1 (centres undefined)
  1.0, -12.6%, ., -7.8%, -9.5%, 35.0%[activator], -25.0%, -6.9%, 36.7%[activator]
[3] CC1(C)CC(=O)C2=C(C1)OC1=C(C(=O)CC(C)(C)C1)C2c1ccc(O)c([N+](=O)[O-])c1
  -1.0, -17.3%, 4.9%, 5.6%, -2.7%, -6.1%, 24.2%, -25.2%, -10.7%
[4] COc1ccc(C(=O)N2CCN(Cc3ccc4c(c3)OCO4)CC2)cc1[N+](=O)[O-]
  -0.1, 3.0%, -5.6%, -0.6%, 0.1%, -4.7%, 1.8%, -0.7%, 9.8%
[5] COc1ccc(N2CCN(C(=O)c3cnn(-c4ccc(F)cc4)c3-n3cccc3)CC2)cc1
  -0.9, 2.9%, ., 0.0%, -6.8%, -9.5%, 11.0%, -2.6%, 38.3%[activator]
[6] CN(CC(=O)Nc1ccc(F)c(F)c1)S(=O)(=O)c1cccc2nsnc12
  -0.7, -11.3%, -5.1%, -6.1%, 0.2%, -12.2%, 42.8%[activator], 0.0%, ?
[7] O=C(/C=C/c1ccccc1[N+](=O)[O-])N1CCN(C(=O)c2ccco2)CC1
  0.4, 13.2%, 16.5%, -8.4%, 0.6%, -4.4%, ?, 1.1%, 46.5%[activator]
[8] CCOc1ccc(-c2nc(SCC(=O)NCCCOC)c(-c3ccccc3)[nH]2)cc1
  -0.8, 16.3%, ., -2.7%, -1.1%, 3.5%, 3.8%, -9.5%, 2.9%
[9] O=C(NCc1ccco1)c1ccc(N2CCCC2=O)cc1
  -0.1, -7.6%, 4.1%, 6.6%, -3.8%, -7.7%, 6.2%, 0.0%[57.4 µM], 2.5%
[10] CCCn1c(NCc2ccccc2NS(=O)(=O)c2ccc(C)cc2)nc2ccccc21
  -0.2, -8.3%, -9.6%, 6.6%, -5.8%, -2.6%, 5.4%, -16.8%, -3.7%
[11] C/C(=N\NC(=O)COc1ccc(C)cc1[N+](=O)[O-])c1ccc2c(c1)OCCO2
  ., -2.1%, ., 2.1%, ., ., ., -0.4%, -5.2%
[12] CCOC(=O)c1sc(NC(=O)/C=C/c2ccc(OCC)cc2)c(C(=O)OCC)c1C
  0.5, -7.5%[60.1 µM], ., -1.5%, -2.4%, -2.1%, 7.7%, -2.1%, 21.3%
[13] O=C(CCl)c1ccc(Cc2ncc(C(F)(F)F)cc2Cl)s1
  0.0, -5.1%, -4.5%, 1.6%, -5.0%, ?, 0.5%, ?, 16.5%
[14] COc1cc(C(C)=O)ccc1OC(=O)CN1C(=O)c2ccccc2C1=O
  -0.1, -9.9%, -12.3%, -3.9%, -1.9%, -15.5%, 6.1%, -7.4%, 23.9%
[15] COc1ccc(-c2nc(SCC(=O)Nc3cc(C)on3)n[nH]2)cc1
  -1.2, -16.9%, -1.2%, -6.1%, -16.1%, ?, -0.5%, ., -2.3%

More records follow:
Second line of a record: TRHR agonist, POLK inh, APEX1 inh, ERG-DNA inh, BLM helicase inh, Apoferritin bind, Pol beta inh, ALOX12 inh, POLI inh
[16] O=C(c1ccc(NS(=O)(=O)c2cccc(F)c2)cc1)N1CCCCC1
  -0.8, 2.4%, 21.7%, 6.2%, 0.3%, -17.9%, -18.7%, 39.7%[activator], 16.6%
[17] CS(=O)(=O)N1CCC2(CCCN(C(=O)Nc3cccc(F)c3)C2)CC1
  ., 13.1%[60.1 µM], 3.7%, ., -0.8%, ., ., 20.5%[57.4 µM], .
[18] CCN=C1SC(C(=O)Nc2cccc(Cl)c2)CC(=O)N1CC (centres undefined)
  2.4, 9.8%, -4.7%, -3.7%, -0.6%, -8.1%, -3.2%, -13.3%, 29.5%
[19] O=C(COC(=O)c1c2c(nc3ccccc13)CCCCC2)NCc1ccc2c(c1)OCO2
  -0.3, -5.2%, ?, 7.8%, -8.3%, -18.6%, 2.2%, 5.3%, 19.6%
[20] CCOC(=O)N1CCN(C(=O)CN(C2CCCCC2)S(C)(=O)=O)CC1
  -0.2, 1.7%, -9.6%, 3.8%, -13.8%, -6.2%, 2.3%, 0.0%, ?
[21] C=CCn1c(SCc2nc3ccccc3[nH]2)nnc1-c1ccc(OC)cc1
  -0.2, -14.6%, 3.9%, -11.2%, 0.1%, -8.6%, 26.8%, 16.7%, 20.6%
[22] O=C(c1ccco1)N1CCC2(CCCN(c3cccc(-c4ccccc4)c3)C2)CC1
  ., -6.5%[60.1 µM], 10.9%, ., -5.2%, ., ., 9.9%[57.4 µM], .
[23] CC(C)OCC(O)CS(=O)(=O)Cc1ccccc1 (centres undefined)
  0.1, -6.1%, -0.2%, ., -0.7%, -5.3%, 2.4%, 12.7%, -4.9%
[24] CCN1CCN(c2ccc(S(=O)(=O)N3CCCCC3)cc2NC(=O)C(C)Oc2ccc(F)cc2)CC1 (centres undefined)
  0.1, 0.1%, 39.6%, -4.0%, ., ., ., 44.7µM*, 7.0%
[25] O=C(Nc1ncccn1)c1ccc([N+](=O)[O-])cc1Cl
  0.3, ., -3.0%, ., -2.8%, -7.9%, 44.8%, 8.3%, .
[26] CCOC(=O)C1CCN(C(=O)c2ccc(NC(=O)c3nsc4ccccc34)cc2)CC1
  -0.2, -14.3%[60.1 µM], ., 2.1%, -10.1%, 50.7%[activator], -0.4%, -10.9%, -8.0%
[27] COc1cc(C(=O)N(C)CCOc2ccc(C)cc2)ccc1OC1CCN(C(C)=O)CC1
  -0.1, -4.4%, 0.8%, 5.9%, -0.1%, -15.7%, ?, -22.8%, 47.2%[activator]
[28] CC(=O)c1c(C)oc2ccc(O)c(CN3CCOCC3)c12
  0.3, -0.7%, 3.7%, -2.2%, -4.8%, -2.2%, -6.3%, -3.2%, -10.4%
[29] O=C(CCn1nnc(-c2cccs2)n1)NCc1ccccc1Cl
  -1.2, -6.5%, 0.8%, ., -0.7%, -1.7%, -14.1%, -7.8%, 6.2%
[30] Cc1ccc(CNC(=O)C2CCC(=O)N(C3CCCC3)C2)c(F)c1F (centres undefined)
  0.0, -1.2%, 7.1%, -6.8%, 0.7%, 1.2%, -3.6%, ?, 2.6%

Next section.
Second line of a record: TRHR agonist, POLK inh, APEX1 inh, ERG-DNA inh, BLM helicase inh, Apoferritin bind, Pol beta inh, ALOX12 inh, POLI inh
[31] Cc1ccc(S(=O)(=O)C(CNC(=O)C(=O)NCc2ccccc2C)c2cccs2)cc1 (centres undefined)
  0.0, -18.6%[60.1 µM], ., 1.0%, -5.8%, -5.2%, 16.7%, -20.5%, -13.1%
[32] C=CCn1c(SCC(=O)/C(C#N)=C(\C)N)nc2sc(CC)cc2c1=O
  -0.4, -9.9%&-13.7%, -5.6%, 4.8%&0.2%, -13.1%, -1.2%, -3.8%, ?, 5.7%&3.7%
[33] COc1nc(-c2ccccc2)ccc1-c1noc(COc2ccccc2)n1
  2.7, -5.6%, -5.8%, 4.7%, -5.0%, -13.3%, 35.2%, ?, 2.1%
[34] O=C(NCc1nc2ccccc2[nH]1)c1cccc(Cl)c1
  -0.6, -2.3%, ., -1.1%, -5.0%, -8.5%, 3.1%, 15.9%, -6.9%
[35] O=C(NCCCn1ccnc1)Nc1ccc2c(c1)OCO2
  0.7, 7.9%, 68.3%, -0.5%, -1.0%, 6.6%, 3.7%, 0.0%, 10.3%
[36] Cc1ccccc1OCC(=O)OCc1cc(=O)n2nc(C3CC3)sc2n1
  0.0, -1.6%, ., 4.0%, -3.0%, ?, -12.2%, -12.2%, 5.7%
[37] Nc1nc(CN2CCN(c3ccccc3)CC2)nc(N2CCCc3ccccc32)n1
  -1.6, -4.6%, 2.0%, 1.5%, -2.7%, -17.0%, 29.8%, 0.0%&-4.4%, 6.3%
[38] CCCCCCCCCCCCCC/C(C(=O)O)=C(\C)C(=O)O
  ., 10.2%[60.1 µM], -1.9%, ., 4.1%, 48.7%[activator], ., 0.8%, .
[39] O=c1oc(-c2ccc(C(F)(F)F)cc2)nn1Cc1cc(Cl)ccc1O
  ., 8.9%[60.1 µM], -3.9%, ., -6.1%, -20.8%, ., ?, .
[40] CC(=O)c1c(C)[nH]c(C(=O)CSc2nc3ccccc3n2C)c1C
  0.2, 9.5%, 0.9%, 2.5%, -0.1%, ?, 16.9%, -25.1%, -4.7%
[41] O=C(Cc1csc2ccccc12)NCc1cccc(Br)c1
  1.0, -11.5%, ., 0.2%, -7.0%, 63.7%[activator], 12.3%, -24.7%, 9.9%
[42] S=C(NNc1ccnc2cc(Cl)ccc12)Nc1ccccc1Cl
  -1.3, -1.6%, -6.6%, 3.1%, -19.9%, -4.0%, 3.0%, ?, -8.3%
[43] CCN(CC)CCCn1c(C)cc2c(c1=O)C(c1ccccc1)C(C#N)=C(N)O2 (centres undefined)
  0.3, 0.8%, -4.7%, 6.8%, -3.4%, ?, -8.3%, 188.9%&2.3%[activator], -3.5%
[44] CN(CC(=O)NCc1ccccc1F)S(=O)(=O)c1ccc(Cl)cc1
  -2.1, -9.7%, -2.8%, 15.4%, -1.6%, 0.5%, 59.7%, -1.8%, ?
[45] Cc1ccc(-n2c(=O)c3cccnc3n2CC(=O)Nc2ccc(C)cc2Cl)cc1
  -0.4, -20.8%, ., 2.8%, -2.9%, -8.1%, 0.8%, -8.0%, ?

High-throughput results: PubChem, National Center for Advancing Translational Sciences (NCATS)
